All columns: NCI-60 one-dose screen, growth in % after 48 h at 10 µM unless noted; 100 = growth as untreated, 0 = no growth, -100 = all killed.
MDA-MB-231 = MDA-MB-231 breast cancer. hit rate 5% among 81,000. AID 1794789
K-562 = K-562 leukemia. hit rate 7.4% among 78,000
SR = SR leukemia cells | hit rate 8.7% among 73,000 | AID 1794780
T-47D = T-47D breast cancer | hit rate 5% among 79,000 | AID 1794792
HS 578T = HS 578T breast cancer; hit rate 4.1% among 78,000
BT-549 = BT-549 breast cancer; hit rate 4.4% among 78,000; AID 1794793
MCF7 = MCF7 breast cancer | hit rate 6.3% among 82,000
MDA-MB-468 = MDA-MB-468 breast cancer; hit rate 8.5% among 78,000
Starred values were filed as active, the others as inactive; nt = not tested or not shown; & = joins results of further samples. The calls were made as follows: active = growth percent below 10; inactive = the rest.

SMILES	MDA-MB-231	K-562	SR	T-47D	HS 578T	BT-549	MCF7	MDA-MB-468
CC1CCN(CN2N=C3c4ccsc4CCCC3CC2=O)CC1 (configuration not stated)	110	85	75	106	94	104	98	97
COc1ccc(C2C3CC4C(OC(=O)C42)C3I)cc1 (configuration not stated)	114	107	nt	105	118	107	95	100
Fc1ccc(C(c2ccc(F)cc2)C(Cl)Cl)cc1	92	91	nt	110	nt	95	98	104
C#CCN(Cc1ccc2nc(N)[nH]c(=O)c2c1)c1ccc(C(=O)NC(CCC(=O)O)C(=O)O)cc1 (configuration not stated)	nt	59	nt	nt	89	77	22	38
CCn1cc(C(=O)N/N=C/c2ccc(Br)cc2)c(=O)c2cc(F)c(N3CCNC(C)C3)c(F)c21 (configuration not stated)	55	-13*	4.3*	64	73	92	-77*	82
CCCCc1nc(Cl)c(C2CC(c3ccc(S(N)(=O)=O)cc3)=NN2c2ccccc2)[nH]1 (configuration not stated)	87	90	92	81	85	102	94	112
CCCCC(=O)c1ccc(OC)cc1	109	105	92	110	95	102	98	85
CC(=O)Nc1nonc1-c1nc2ccccc2n1Cc1ccc(Cl)cc1Cl	70	85	nt	79	70	90	80	87
C=C1C[C@H]2[C@@H]3C=C(C)C4=CC(=O)CC[C@]4(C)[C@H]3CC[C@]2(C)[C@@]1(OC(C)=O)C(C)=O	80	96	111	91	114	80	99	103
CCCCCCNC(=O)Oc1ccc(/C(=C(\C)c2ccccc2)c2ccc(OCCN3CCCCC3)cc2)cc1	78	4.7*	-8.5*	30	76	64	13	64
C/C(=N\Nc1ccc([N+](=O)[O-])cn1)c1ccc(N)cc1	89	14	22	103	109	100	85	100
Cc1[nH]nc2c(=S)[nH]c(=O)[nH]c12	104	105	113	104	105	98	94	101
CCC12CCC[N+]3([O-])CCC4(C(=Nc5ccccc54)C(O)(C(=O)OC)C1)C23 (configuration not stated)	103	109	nt	95	93	102	116	112
CC(=O)N(C)C1CCc2c(sc(NC(=O)c3ccc(C(C)(C)C)cc3)c2C(N)=O)C1 (configuration not stated)	76	62	9.4*	74	39	88	60	87
COc1ccc(/C=C2\Oc3cc(C)c(Cl)cc3C2=O)cc1OC	102	87	73	nt	109	89	83	110
O=c1[nH]cnc2nc[nH]c12	99	49	49	111	123	105	95	100
CC1CC(C)C2=NOS3=C2C1=NO3 (configuration not stated)	104	102	110	97	101	104	95	99
NC(=O)c1ncn(C2OC(CO)C(O)C2O)n1 (configuration not stated)	103	61	73	85	86	97	81	nt
COc1ccc(C2=NN(C(=O)c3ccc(S(N)(=O)=O)cc3)C(c3ccc(OC)c(OC)c3)C2)c(OC)c1 (configuration not stated)	102	104	nt	90	105	130	95	109
Cc1cc(CN(C)C)c(O)c(C(=O)O)c1	98	89	80	110	103	nt	85	102

An excerpt from above in order of heavy-atom count, highest first.
SMILES	MDA-MB-231	K-562	SR	T-47D	HS 578T	BT-549	MCF7	MDA-MB-468
CCCCCCNC(=O)Oc1ccc(/C(=C(\C)c2ccccc2)c2ccc(OCCN3CCCCC3)cc2)cc1	78	4.7*	-8.5*	30	76	64	13	64
COc1ccc(C2=NN(C(=O)c3ccc(S(N)(=O)=O)cc3)C(c3ccc(OC)c(OC)c3)C2)c(OC)c1 (configuration not stated)	102	104	nt	90	105	130	95	109
CCn1cc(C(=O)N/N=C/c2ccc(Br)cc2)c(=O)c2cc(F)c(N3CCNC(C)C3)c(F)c21 (configuration not stated)	55	-13*	4.3*	64	73	92	-77*	82
CC(=O)N(C)C1CCc2c(sc(NC(=O)c3ccc(C(C)(C)C)cc3)c2C(N)=O)C1 (configuration not stated)	76	62	9.4*	74	39	88	60	87
CC(=O)Nc1nonc1-c1nc2ccccc2n1Cc1ccc(Cl)cc1Cl	70	85	nt	79	70	90	80	87
C/C(=N\Nc1ccc([N+](=O)[O-])cn1)c1ccc(N)cc1	89	14	22	103	109	100	85	100
COc1ccc(C2C3CC4C(OC(=O)C42)C3I)cc1 (configuration not stated)	114	107	nt	105	118	107	95	100
NC(=O)c1ncn(C2OC(CO)C(O)C2O)n1 (configuration not stated)	103	61	73	85	86	97	81	nt
Cc1cc(CN(C)C)c(O)c(C(=O)O)c1	98	89	80	110	103	nt	85	102
Cc1[nH]nc2c(=S)[nH]c(=O)[nH]c12	104	105	113	104	105	98	94	101
O=c1[nH]cnc2nc[nH]c12	99	49	49	111	123	105	95	100

Further results:
SMILES	MDA-MB-231	K-562	SR	T-47D	HS 578T	BT-549	MCF7	MDA-MB-468
O=[N+]([O-])/C(=C/C=C/c1ccccc1)c1ccccc1	62	24	27	46	57	103	24	2.8*
CC(C)CCC(=O)c1ccco1	104	97	99	119	101	nt	93	109
O=C1NCC(=O)N2[C@@H](c3ccccc3)SC[C@@H]12	113	89	94	110	102	107	111	108
O=C(CSc1nnc(-c2ccc(-c3nc4ccc(Cl)cc4[nH]3)cc2)o1)Nc1ccc(Cl)cc1	-52*	11	0.7*	48	14	-9.7*	19	72
CCCCNC(=O)C(C)C	118	112	105	91	106	102	86	121
CCSc1nnc(-c2cnn3c2NC(c2ccccc2)C3)n1-c1ccccc1 (configuration not stated)	100	70	74	103	108	97	91	111
NNc1cccc2ccccc12	87	105	115	103	101	84	88	nt
Cc1nnc2c3ccccc3c(=O)c3ccccc3n12	93	85	65	95	97	94	90	nt
Oc1ccccc1/C=N/c1[nH]c(=S)nc2oc(-c3ccccc3)c(-c3ccccc3)c12	85	63	72	48	106	97	87	89
CC(C)(C)C(=O)/C=C/c1ccccc1	105	113	106	92	103	101	92	98
COC(=O)CCC(=O)O	98	103	92	110	115	140	102	104
CCCCCC(=O)N1CCCCCC1	125	78	58	106	133	118	96	114
COc1ccc(-c2cc(/C(C#N)=C/c3c[nH]c4ccccc34)[nH]n2)cc1	71	55	nt	48	94	112	70	109
CCCCCCN1C(=O)C2C/C(=C\N(C)C)C(=O)N2C1N(C)C (configuration not stated)	106	65	96	75	112	92	90	99
COc1ccc(C(Cc2ccccc2)NCCNCCO)cc1 (configuration not stated)	73	98	110	58	105	74	87	89
COc1cccc(-c2nc3sccn3c2-c2ccnc(NCCNC(=O)c3cc(N4CCOCC4)cc(C(F)(F)F)c3)n2)c1	80	90	81	86	nt	81	85	98
Cc1ccc2nc(SCc3cc(=O)oc4ccc(C)cc34)[nH]c2c1	101	94	103	88	98	106	93	91
CC(C)(C)n1cc(-c2ccnc(NCCCNS(=O)(=O)c3ccc(F)cc3)n2)c(-c2ccc(Cl)c(O)c2)n1	101	43	83	58	83	83	90	83
CN(C)N=Nc1nn(C(=O)Nc2ccc(Cc3ccccc3)cc2)c2cc(Cl)ccc12	79	102	93	76	102	116	71	101
O=C1C(=O)c2c(nc3ncccn23)-c2ccccc21	-55*	-44*	-15*	-48*	-19*	-94*	-54*	-65*
CCN(Cc1ccc(S(=O)(=O)O)cc1)c1cccc(C)c1	101	95	86	100	108	124	98	98
C=CS(=O)(=O)c1ccccc1	119	93	98	107	106	99	93	97
C=S(=C)(N)c1ccc(Nc2c(C#N)c(OCC)[nH]c(=S)c2C#N)cc1	95	102	91	100	111	110	102	101
CCOC(=O)/C=C(/C)Nc1ccc(Cl)cc1	105	91	93	101	105	106	103	97
O=C(O)c1ccc(S(=O)(=O)O)o1	106&116	111&108	101	97&110	91&111	92&125	99&95	105&99
COc1ccc(C(c2cc(OC)c(OC)c(OC)c2)N2CCN(Cc3ccccc3)CC2)cc1 (configuration not stated)	71	26	16	75	59	92	48	53
CCOC(=O)c1c(SC)nn(-c2cc(=O)[nH]c3ccc(C)cc23)c1N	98	nt	126	101	99	94	92	102
C=CCOC(=O)c1ccccc1	98&107	104&81	109&81	86&98	99&107	90&117	97&97	94&105
O=C1C=C(C(O)c2ccc(Cl)cc2)C(=O)c2ccccc21 (configuration not stated)	67	88	94	71	97	101	89	109
NS(=O)(=O)c1ccc(-n2ncc3c2ncn2c(Nc4ccccc4)nnc32)cc1	98	101	106	99	101	101	104	nt
Nc1cccc(C(=O)C2=Cc3cccn3Cc3cnnn32)c1	91	114	nt	91	99	91	101	100
COc1cc(NC(=O)COc2ccccc2)c(C(N)=O)cc1OC	51	7.8*	23	nt	30	59	17	18
C=C1CCC2C3(C)COC(c4ccc(Cl)cc4)OC3CCC2(C)C1/C=C/C1=CCOC1=O (configuration not stated)	66	21	45	20	96	70	35	43
CC(=O)Nc1cc(S(=O)(=O)O)cc2cc(S(=O)(=O)O)c(N=Nc3ccccc3)c(O)c12	104&100	85&107	92&99	86&109	103&93	117&107	92&102	101&94
Nc1cc(O)cc(O)c1	94	99	92	89	nt	105	98	107
CN(C1c2ccccc2Oc2ccccc21)S(=O)(=O)c1ccc(Br)cc1	88	94	81	69	98	90	105	74
O=C(O)CCN1C(=O)CCSC1=S	113	95	105	109	95	106	88	91
CCOC(=O)c1c2c(c(C)n1C)-c1oncc1CC2	109	103	105	92	105	90	92	83
C#CCOC(=O)/C=C/c1cn(-c2ccccc2)nc1-c1ccc(C)cc1	90	88	93	99	98	102	82	109
CC(C)Sc1cc(=O)[nH]c(N)n1	108	91	91	97	93	99	99	111
CCN1CCN(/C=C2\SC(=S)NC2=O)CC1	102	nt	nt	109	102	nt	95	113
Clc1ccc(/C=N/N=C(/c2ccccc2)c2ccc3nc(-c4ccc(Cl)cc4)[nH]c3c2)cc1	108	67	78	80	105	88	80	94
O=C1OC(c2ccc(-c3ccccc3)cc2)=C/C1=C/c1cccc([N+](=O)[O-])c1	96	96	95	106	91	nt	89	93
Cc1nnc(Nc2ccc(NC(=O)c3ccc(Cl)cc3)cc2)c2ccccc12	73	101	86	80	90	92	85	104
NC(=O)NC(CCCN=C(N)N)C(=O)O (configuration not stated)	116	106	107	103	102	102	96	nt
CN1CCN(C(=O)CCN(C(=O)Oc2cc3c(c4ccccc24)[C@H](CCl)CN3C(=O)c2cc3cc(OCCCN4CCC4)ccc3[nH]2)[C@H]2CCSSC2)CC1	-90*	-43*	-17*	-41*	-9.3*	-68*	-67*	-83*
O=C(Nc1ccncc1)C(=O)c1cn(S(=O)(=O)c2cccc(F)c2)c2ccccc12	67	24	16	32	56	28	5.1*	12
O=C(Nc1cccc(-n2cc(-c3ccncc3)c(-c3ccc(O)c(Cl)c3)n2)c1)Nc1ccc(Cl)c(Cl)c1	-45*	5.7*	-0.6*	-3.4*	-0.2*	1.9*	-0.8*	27
CCN1C(=O)N(CC)C2C1N=C(SC)N2/N=C/c1ccccc1F (configuration not stated)	97	99	96	100	95	98	93	100
COc1cc(C(=O)/C=C/c2c(-c3ccc(F)cc3)nc3sc(-c4ccccc4)c(-c4ccccc4)n23)cc(OC)c1OC	108	76	85	79	97	83	74	89
Following part:
SMILES	MDA-MB-231	K-562	SR	T-47D	HS 578T	BT-549	MCF7	MDA-MB-468
Cc1cccc(C)c1CC(N)C(=O)O (configuration not stated)	100	107	130	95	97	91	93	101
Cc1cccc(Cc2ccc(Cl)cc2)c1O	97	100	nt	94	70	90	102	121
O=c1c(CNc2ccc(S(=O)(=O)Nc3nccs3)cc2)coc2ccccc12	99	92	95	94	nt	100	110	93
Nc1cc(N)c(O)c(N)c1	102	99	108	119	105	117	98	98
Cc1ccc(Nc2nc(NS(=O)(=O)c3ccc(C)cc3)nc(-c3ccc(Cl)cc3)c2C#N)cc1	112	nt	nt	97	100	nt	83	109
CC(=O)OC[C@@]12Oc3c(cccc3-c3ccc(O)c4c3O[C@]3(COC(C)=O)C(=C4O)C(=O)C[C@H](C)[C@@H]3OC(C)=O)C(O)=C1C(=O)C[C@H](C)[C@@H]2OC(C)=O	5.9*	12	-7.0*	4.4*	-14*	-1.9*	5.8*	-30*
COC(CC(F)F)c1cn(S(=O)(=O)c2ccc(C)cc2)c2ccccc12 (configuration not stated)	38	15	12	31	33	35	14	9.0*
CCCCCCCCCC[n+]1cccc(C(N)=O)c1	100	60	64	78	131	nt	85	38
CC(=O)OC/C=C(C)/C=C/C=C(C)/C=C/C1=C(C)CCCC1(C)C	92	84	91	104	98	111	98	102
C/C(Cc1ccc(Cl)cc1)=C(/c1ccc(Cl)cc1)c1ccc(OCCN2CCOCC2)cc1	99	110	125	92	92	103	99	87
Cc1cc(-c2ccccc2)[nH]c1-c1nccc2ccccc12	57	44	75	39	94	66	62	35
CCOC(=O)C(=Cc1ccccc1[N+](=O)[O-])C(=O)OCC	9.2*	0.8*	-10*	26	47	nt	10	34
CN=C1Cn2c(nc3ccccc3c2=O)CN1C	97	75	88	104	108	112	108	nt
Cc1c(C(=O)NO)sc2ncnc(Nc3ccc(NC(=S)Nc4ccccc4)cc3)c12	95	103	110	113	105	106	95	104
CC1(C)N=C(N)N=C(N)N1c1ccc(CCc2ccccc2)c(Cl)c1	40	11	nt	30	69	36	13	-28*
CC(COS(=O)(=O)Cc1ccccc1)OS(=O)(=O)Cc1ccccc1 (configuration not stated)	100	105	89	80	98	108	104	92
CCOC(=O)C(Cc1ccccc1)n1c(O)c(C=Nc2ccccc2)sc1=S (configuration not stated)	98	93	76	63	103	71	67	94
NC(N)=Nc1ccc(Oc2cccc(Nc3ccc(Br)c(C(F)(F)F)c3)c2)cn1	-58*	-30*	-51*	13	-15*	-2.7*	-57*	-80*
CN1c2nc3ccccc3nc2SC1Nc1ccccc1 (configuration not stated)	82	101	36	86	93	108	91	97
C=C[C@@H]1C[C@@H]2Cc3ccccc3N1O2	106	54	97	110	100	114	111	98
CCOC(=O)c1cc(C(=O)c2ccc(Br)cc2)n2ccc(/C=C/c3ccn4c(C(=O)c5ccc(Br)cc5)cc(C(=O)OCC)c4c3)cc12	91	97	111	108	108	114	102	114
Cc1ccc(S(=O)(=O)Nc2cncnc2NS(=O)(=O)c2ccc(C)cc2)cc1	91	95	89	109	102	93	98	101

Bioassay records deposited in PubChem by NCI.
